Source: PubChem BioAssay
Redox H2O2 prof: compounds producing H2O2 with reducing agent – biochemical, NIH compound library profiling, artefact control for MLSCN library redox annotation, primary screen; DTT-dependent redox cycling H2O2, phenol red/HRP absorbance; 100% = 100 µM peroxide control, 0% = buffer; activation, % at 10 µM; 200,000 compounds, 0.03% hits; AID 878, 2007;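 active = activation of at least 50% relative to the plate's high and low controls in the primary single-dose screen; inactive = activation below 50%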;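 also: compound incubated with DTT at 0.8 mM final as the reducing agent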
L major viab: Leishmania major promastigote growth inhibition, primary screen | AID 1063, 2008 | Leishmania major promastigotes, resazurin fluorescence viability | inhibition, % at 10 µM | 200,000 compounds, 9% hits;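 also: promastigotes grown with compound for 44 hours at 28 °C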
S1P3 antag: S1P3 receptor antagonists, primary screen, cell-based. CHO S1P3 NFAT-BLA reporter, FRET fluorescence, antagonist mode. Sphingosine 1-phosphate receptor 3 (Homo sapiens), Q99500. AID 485, 2006. inhibition, % at 4.98 µM. 170,000 compounds, 0.27% hits;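 active = inhibition above the plate cutoff, the mean inhibition of test wells on that plate plus 3 SD, cut at about 28% in these data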;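 also: cells challenged with S1P at its EC80 of 0.8 µM; blue over green emission ratio from cleaved BLA substrate after 4 h stimulation; 0% = S1P-stimulated wells and 100% = unstimulated DMSO-only wells; some compounds past the cut are filed as inactive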
Target sequence (Q99500 whole entry, looked up): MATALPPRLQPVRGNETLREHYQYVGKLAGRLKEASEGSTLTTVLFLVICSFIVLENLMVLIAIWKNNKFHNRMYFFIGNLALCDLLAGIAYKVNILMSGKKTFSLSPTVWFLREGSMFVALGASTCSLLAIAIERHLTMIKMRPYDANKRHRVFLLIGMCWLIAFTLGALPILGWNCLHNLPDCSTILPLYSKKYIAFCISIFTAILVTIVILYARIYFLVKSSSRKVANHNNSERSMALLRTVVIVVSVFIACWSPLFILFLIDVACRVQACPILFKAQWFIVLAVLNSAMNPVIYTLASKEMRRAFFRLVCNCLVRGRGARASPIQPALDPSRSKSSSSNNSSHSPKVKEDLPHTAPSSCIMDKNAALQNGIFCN
Hsp70 act: Hsp70 transcriptional activators, primary screen, cell-based, HeLa, Hsp70 promoter luciferase, luminescence, 10 µM | HeLa Hsp70 promoter luciferase reporter; scaled: vehicle 0, proteasome-inhibitor control 100% | activation, % at 10 µM | 200,000 compounds, 0.04% hits;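 active = activation above the mean across all tested compounds plus 3 SD, cutoff set per campaign, cut at about 5.5% in these data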;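 also: 100% = MG132 at 30 µM as the positive control and 0% = DMSO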
Diaphorase inh: diaphorase inhibitors and chemical oxidizers, primary screen, counter-screen for diaphorase-coupled primary assays, biochemical, uHTS, resorufin fluorescence; diaphorase resazurin-to-resorufin fluorescence, NADH, 16 min; bacterial (C. kluyveri) enzyme, not human; inhibition, % at 20 µM; 190,000 compounds, 0.69% hits; AID 1217, 2008;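 active = primary screen inhibition at 20 µM above a set limit, cut at about 50% in these data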;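 also: plate controls were DMSO with full reaction for no effect and wells lacking NADH for full effect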
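Test system: bacterial diaphorase enzyme (C. kluyveri); Quantity: 0.14 U/mL diaphorase, enzyme working solution; Times: reaction incubation of 16 min at room temperature; Measured by: fluorescence of resorufin formed from resazurin, Ex 544/Em 590 nm; Benchmarks: positive control minus NADH, DMSO neutral control.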
RAM inhibit: inhibitors of the yeast RAM network, primary screen, dse1pr::URA3 reporter, 5-FOA selection. S. cerevisiae dse1pr::URA3 reporter, 5-FOA growth OD615, 2 d; analog-sensitive cbk1-as2 kinase mutant strain. inhibition, % at 50 µM. 190,000 compounds, 1.8% hits. AID 868, 2007;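 active = inhibition above a set limit, 3 SD over mean compound inhibition, cut at about 8.4% in these data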;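 also: 0% = DMSO-only wells with no growth and 100% = 10 µM 1-NA-PP1 full growth; inhibition rescues growth on 5-FOA so higher OD means more RAM inhibition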
G6PDH counter: L. mesenteroides G6PDH inhibitors, counter-screen for G6PDH-coupled screening assays, biochemical, Leuconostoc mesenteroides enzyme. glucose-6-phosphate dehydrogenase [Leuconostoc mesenteroides]. Purified L. mesenteroides G6PDH, diaphorase/resazurin coupled fluorescence, 45 min. inhibition, % at 5 µM. 200,000 compounds, 0.12% hits. AID 1020, 2008
Diaphorase act: compounds boosting diaphorase resazurin reduction – biochemical, uHTS, resorufin fluorescence, counter-screen for diaphorase-coupled primary assays, primary screen; Diaphorase/resazurin coupled assay, 16 min; active compounds read high; 1 = vehicle wells, 0 = NADH-free wells; activation factor at 20 µM; 190,000 compounds, 0.005% hits;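 active = diaphorase activity raised at least twofold by the compound at 20 µM; inactive = activation factor below 2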
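Material: purified diaphorase enzyme from Clostridium kluyveri / Medium: HEPES pH 7.4 buffer with MgCl2 and Tween 20 / Schedule: enzyme reaction of 16 min at room temperature / Measured by: resorufin fluorescence, excitation 544 nm, emission 590 nm / Evaluation: rise in resorufin formation, marking diaphorase activation or chemical reduction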
PMI act satM6P: human PMI activators, high substrate, primary screen, biochemical, fluorescence intensity, near-saturating mannose 6-phosphate | Mannose-6-phosphate isomerase (Homo sapiens), P34949 | activation factor at 20 µM | coupled PMI enzyme assay, resazurin fluorescence, 20 min; active compounds read high; 1 = untreated enzyme, 0 = substrate-free blank | 190,000 compounds, 0.34% hits;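 active = activation factor of 2 or more at 20 µM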
Target sequence (P34949 whole entry, looked up): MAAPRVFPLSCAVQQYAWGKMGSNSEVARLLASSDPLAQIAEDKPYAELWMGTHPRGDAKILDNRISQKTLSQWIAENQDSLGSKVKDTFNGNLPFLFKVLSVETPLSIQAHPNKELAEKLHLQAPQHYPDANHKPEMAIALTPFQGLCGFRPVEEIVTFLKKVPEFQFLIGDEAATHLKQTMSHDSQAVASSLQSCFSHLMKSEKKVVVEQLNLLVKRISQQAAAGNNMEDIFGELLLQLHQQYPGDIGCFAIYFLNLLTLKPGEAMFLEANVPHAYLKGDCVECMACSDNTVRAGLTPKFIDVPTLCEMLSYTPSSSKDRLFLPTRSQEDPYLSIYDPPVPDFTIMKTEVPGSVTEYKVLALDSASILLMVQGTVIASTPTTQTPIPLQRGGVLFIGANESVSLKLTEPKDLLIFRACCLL
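Material: human phosphomannose isomerase with PGI, G6PDH, diaphorase coupling enzymes. Quantity: 15 ng/mL PMI. Medium: HEPES pH 7.4 buffer with MgCl2 and Tween-20. Reagent: Near-saturating mannose-6-phosphate, 1.0 mM. Compound: 20 µM single dose. Times: enzyme reaction with compound 20 min at room temperature. Detection: resorufin fluorescence at Ex 544/Em 590 nm.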
TLR4 MyD88 comp: inhibitors of TLR4-MyD88 association in cells, primary screen, cell-based, HeLa CL3-4, BLA complementation, FRET ratio; Toll-like receptor 4 (Homo sapiens) + Myeloid differentiation primary response protein …; HeLa CL3-4 TLR4/MyD88 BLA complementation; inhibition, % at 8.4 µM; 200,000 compounds, 0.18% hits; AID 861, 2007; in the data active = inhibition above about 25%;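 also: 0% = vehicle and 100% = reference inhibitor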
PMI activator: activators of human PMI, primary screen, biochemical, fluorescence intensity, near-Km mannose 6-phosphate | Mannose-6-phosphate isomerase (Homo sapiens), P34949 | purified human PMI, coupled resazurin fluorescence, 20 min; active compounds read high; 1 = vehicle control, 0 substrate-free wells | activation factor at 20 µM | 190,000 compounds, 0.005% hits;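 active = activation factor of 2 or more at 20 µM, relative to plate controls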
Starred values were filed as active, the others as inactive; . = no result given. Rule as the data show it, unless noted: active = inhibition above about 50%; inactive = the rest.

SMILES	Redox H2O2 prof	L major viab	S1P3 antag	Hsp70 act	Diaphorase inh	RAM inhibit	G6PDH counter	Diaphorase act	PMI act satM6P	TLR4 MyD88 comp	PMI activator
Cc1cc(C)cc(OCC(=O)O/N=C(\N)c2ccccn2)c1	0.1	2	.	-0.5	8	-1.2	0	0.9	1	7	0.9
O=C(CN1CCN(S(=O)(=O)c2ccc(F)cc2)CC1)c1ccc(O)c(O)c1	-0.1	6	10	0.1	27	0.5	16	0.7	1.4	-2	1
CC(C)(C)c1ccc(S(=O)(=O)NCc2ccc(C(=O)NCc3ccccn3)cc2)cc1	0.0	4	-16	-0.1	2	1.6	-13	1	1	-5	1
CC(C)(C)c1csc(NC(=O)Cn2cnc3ccccc3c2=O)n1	0.8	26	-21	-0.2	15	5.6	-9	0.8	0.8	-10	0.6
CCc1nc(N2CCN(C(=O)c3ccccc3)CC2)c2c3c(sc2n1)CCCC3	0.3	34	-5	-0.3	20	0.0	5	0.8	0.9	-17	0.8
CCCCS(=O)CC(O)COCC (stereo not drawn)	0.7	-1	.	0.3	-8	-0.9	-2	1.1	1.1	7	1
COc1cc2c(cc1OC)C1=C(C#N)COCN1CC2	0.0	1	-4	-0.3	10	1.6	6	0.9	0.7	1	1.2
Cc1cc(C)nc(SCC(=O)Nc2ncc(Cc3cccc(Cl)c3)s2)n1	0.1	-8	-2	-0.2	7	1.3	12	0.9	1	-2	0.9
COc1ccc(OC)c(S(=O)(=O)N2CCC(C(=O)NCC3CCCO3)CC2)c1 (stereo not drawn)	2.0	-6	-20	1.4	10	2.3	-6	0.9	0.9	-11	0.9
CCOC(=O)c1nc2nc(C)c(Cl)c(=O)n2[nH]1	0.0	1	.	-0.2	8	0.7	12	0.9	1	-3	1
Cc1ccc(N=C/C(C(=O)C(F)(F)F)=C(\O)c2cccs2)cc1	-3.5	-4	.	-0.6	15	3.8	1	0.9	1	-4	0.9
O=C(COc1ccccc1)Nc1ccc(CSc2ccccc2)cc1	3.1	-6	.	-0.2	13	3.3	-3	0.9	1	7	0.9
CC(C)(C)S(=O)(=O)c1c(C(=O)O)cccc1C(=O)O	2.5	-4	-8	-0.5	7	1.7	2	0.9	1.1	5	1.1
Cc1n[nH]c(C)c1CCN(C)Cc1cn(C)nc1-c1ccc2c(c1)OCCO2	0.4	-5	2	0.0	23	0.1	18	0.8	0.8	-4	0.8
CCOC(=O)NNS(=O)(=O)c1cc(Br)ccc1Br	-1.0	-5	7	-0.3	7	3.1	4	0.9	1.1	-2	1.3
CCO[C@@H]1OC(C(=O)Nc2ccccc2)=C[C@H](c2ccc3c(c2)OCO3)[C@H]1CCCO	-0.7	5	-27	0.3	31	-1.1	6	0.7	0.9	0	0.8
CC(C)c1[nH]nc2c1C(Cc1ccccc1)C(C#N)=C(N)O2 (stereo not drawn)	2.0	4	-13	0.2	22	2.1	-3	0.8	0.9	3	1
Cc1cc(C)n(-c2nnc(NC(C)(C)C)nn2)n1	0.2	-6	6	-0.3	18	-0.1	-6	0.8	0.8	-7	0.9
O=C1Nc2ccccc2C(O)(C(=O)NCc2ccco2)N1c1ccc(Cl)cc1 (stereo not drawn)	-1.7	18	.	0.4	11	1.3	-5	0.9	0.9	-4	0.9
Cc1cc(/C=N\NC(=O)c2cccs2)c(C)n1-c1ccc2ncccc2c1	-6.0	19	.	0.5	30	-0.8	5	0.7	0.7	4	0.8
Cc1cccc(C)c1NC(=O)CN(c1ccccn1)S(=O)(=O)c1ccccc1	-0.4	6	2	-0.2	9	1.9	-1	0.9	1	2	1
COC(=O)[C@@]1(Cc2ccccc2)[C@H]2c3cc(C(=O)N4CCCC4)n(CCSCCO)c3C[C@H]2CN1C(=O)c1ccccc1	0.1	9	7	0.0	19	0.7	10	0.8	1.1	-4	1.1
CC1=C(C#N)C(NC(=O)C2CC2)(C(F)(F)F)C(=O)N1 (stereo not drawn)	1.5	-8	-31	-0.5	4	0.2	-6	1	0.9	7	1
CNC(=O)[C@H](C)[C@@H]1C[C@@]1(C)[C@@H](NC(=O)OCc1ccccc1)c1ccccc1	0.4	-2	-8	-0.3	12	0.3	16	0.9	0.9	0	1
CC(OC(=O)CC(NC(=O)c1ccccc1Cl)c1ccccc1)C(=O)Nc1cccc(Cl)c1Cl (stereo not drawn)	-0.9	9	-9	-0.2	27	3.5	10	0.7	0.9	-2	0.8
SMILES	Redox H2O2 prof	L major viab	S1P3 antag	Hsp70 act	Diaphorase inh	RAM inhibit	G6PDH counter	Diaphorase act	PMI act satM6P	TLR4 MyD88 comp	PMI activator
COc1ccnc(NCc2ccc(Cl)cc2)c1C#N	3.2	-7	.	0.0	8	5.9	2	0.9	0.8	7	0.8
N#C/C(=C\c1ccc(Cl)cc1Cl)c1n[nH]c(Cn2cncn2)n1	0.2	3	.	-0.3	9	1.3	0	0.9	1	-13	1
CCCc1oc(C(=O)O)cc1CN1CCOCC1	-0.9	-3	.	-0.1	-10	1.4	6	1.1	1.2	10	1.1
O=C(COC(=O)/C=C/c1ccc(S(=O)(=O)N2CCOCC2)cc1)NC1CCCCCCC1	0.1	5	-1	0.0	21	1.8	6	0.8	0.9	10	0.8
O=C(COc1ccccc1)NCC(=O)Nc1cccc(S(=O)(=O)NC2=NCCC2)c1	-0.5	-2	-7	-0.4	2	0.3	4	1	1	0	1.1
CC(C)(C)C(=O)Nc1ccc(C(=O)N/N=C/c2ccccc2OC(=O)c2ccc(Cl)cc2)cc1	0.0	55*	2	-0.3	2	5.2	-1	1	1.1	-1	1
Cc1cccc(N)c1-c1c(C)cccc1N	0.4	1	3	-0.1	11	3.1	14	0.9	0.9	-4	1
CCCOc1cc(C)c(S(=O)(=O)NC2CC(C)(C)NC(C)(C)C2)cc1C	0.4	97*	0	-0.3	12	-0.7	3	0.9	1	16	1
O=C1CC[C@@H](CN(Cc2ccccn2)Cc2nc(Cc3ccccc3)no2)N1	0.3	-1	-5	-0.2	-10	1.7	9	1.1	1.1	-10	1
O=C(O)C(Cc1c[nH]c2ccccc12)NS(=O)(=O)c1ccc(Cl)cc1 (stereo not drawn)	0.5	8	-4	-0.2	5	-1.0	12	0.9	1	4	1.1
C#CCOC(=O)c1ccccc1C(=O)N(CC)CC	2.0	-1	-6	-0.2	-1	-0.4	1	1	1.1	-11	1
O=C1N=C(N2CCCC2)S/C1=C\c1ccccc1	2.2	5	.	0.2	-1	0.9	4	1	1.1	2	1.1
Cc1ccc(C(C(=O)NC(C)(C)C)N(C(=O)c2csnn2)c2cccc(F)c2)o1 (stereo not drawn)	2.4	4	-20	-0.2	13	3.3	0	0.9	0.9	13	0.9
OCC1(Cc2ccc(Cl)cc2)CCN(Cc2ccc(Oc3ncccn3)cc2)CC1	0.3	42	9	-0.4	10	1.0	3	0.9	1	1	0.9
COc1ccc(S(=O)(=O)NNC(=O)C2CC(c3cccnc3)=NO2)cc1 (stereo not drawn)	-1.1	0	-9	-0.3	6	1.0	11	0.9	1.1	-4	1.1
COC(=O)CN(c1ccc(C)cc1)S(=O)(=O)c1ccc2c(c1)n(C)c(=O)c(=O)n2C	1.9	-5	-11	-0.4	19	5.5	3	0.8	1	-2	1
O=C(Nc1cccc(F)c1)NC1CCN(Cc2ccccc2)CC1	0.7	56*	1	0.0	10	1.1	11	0.9	0.9	-17	0.8
COc1ccc(/C=C(\C#N)C(=O)Nc2cc(S(=O)(=O)N3CCOCC3)ccc2N2CCCC2)cc1	0.1	2	-11	-0.3	22	5.0	-2	0.8	0.8	-2	0.5
CCN(C(=O)CN1c2ccccc2CC1C)c1c(N)n(Cc2ccccc2)c(=O)[nH]c1=O (stereo not drawn)	-0.5	-6	-13	0.0	13	1.7	10	0.9	0.9	-16	0.9
O=C(NC(=O)N1CCN(c2cccc(Cl)c2)CC1)c1ccccc1	-0.6	-2	22	-0.4	-17	2.0	20	1.2	1	7	1.1
COc1ccc(-c2nc3ccccc3n2Cc2ccccc2)cc1	0.0	53*	.	-0.4	5	0.7	6	1	0.9	10	0.9
CC1CCN(c2cc(N3CCOCC3)c(F)cc2[N+](=O)[O-])CC1	2.3	0	.	-0.3	2	0.6	6	1	0.9	-6	0.9

Compound profiles (already shown). Order of screens: Redox H2O2 prof | L major viab | S1P3 antag | Hsp70 act | Diaphorase inh | RAM inhibit | G6PDH counter | Diaphorase act | PMI act satM6P | TLR4 MyD88 comp | PMI activator
Record of `Cc1ccc(C(C(=O)NC(C)(C)C)N(C(=O)c2csnn2)c2cccc(F)c2)o1` (stereo not drawn) → 2.4 | 4 | -20 | -0.2 | 13 | 3.3 | 0 | 0.9 | 0.9 | 13 | 0.9
Record of `O=C1CC[C@@H](CN(Cc2ccccn2)Cc2nc(Cc3ccccc3)no2)N1` → 0.3 | -1 | -5 | -0.2 | -10 | 1.7 | 9 | 1.1 | 1.1 | -10 | 1
Record of `CC1CCN(c2cc(N3CCOCC3)c(F)cc2[N+](=O)[O-])CC1` → 2.3 | 0 | . | -0.3 | 2 | 0.6 | 6 | 1 | 0.9 | -6 | 0.9
Record of `O=C(NC(=O)N1CCN(c2cccc(Cl)c2)CC1)c1ccccc1` → -0.6 | -2 | 22 | -0.4 | -17 | 2.0 | 20 | 1.2 | 1 | 7 | 1.1
Record of `COC(=O)CN(c1ccc(C)cc1)S(=O)(=O)c1ccc2c(c1)n(C)c(=O)c(=O)n2C` → 1.9 | -5 | -11 | -0.4 | 19 | 5.5 | 3 | 0.8 | 1 | -2 | 1

This is a random part of the collection. Share with any hit: about 12%.
